Screening results (PubChem BioAssay)
GCN5L2_inh: GCN5L2 (KAT2A) acetyltransferase inhibition; Q92830; GCN5L2 HAT assay, ThioGlo1 CoA-SH fluorescence; Potency, µM (doses to about 58.9 µM), for the others: top-dose activity change, negative = inhibition, actives largely listed as inhibitors; 390,000 compounds, 0.21% hits
Target sequence (Q92830 whole entry, looked up): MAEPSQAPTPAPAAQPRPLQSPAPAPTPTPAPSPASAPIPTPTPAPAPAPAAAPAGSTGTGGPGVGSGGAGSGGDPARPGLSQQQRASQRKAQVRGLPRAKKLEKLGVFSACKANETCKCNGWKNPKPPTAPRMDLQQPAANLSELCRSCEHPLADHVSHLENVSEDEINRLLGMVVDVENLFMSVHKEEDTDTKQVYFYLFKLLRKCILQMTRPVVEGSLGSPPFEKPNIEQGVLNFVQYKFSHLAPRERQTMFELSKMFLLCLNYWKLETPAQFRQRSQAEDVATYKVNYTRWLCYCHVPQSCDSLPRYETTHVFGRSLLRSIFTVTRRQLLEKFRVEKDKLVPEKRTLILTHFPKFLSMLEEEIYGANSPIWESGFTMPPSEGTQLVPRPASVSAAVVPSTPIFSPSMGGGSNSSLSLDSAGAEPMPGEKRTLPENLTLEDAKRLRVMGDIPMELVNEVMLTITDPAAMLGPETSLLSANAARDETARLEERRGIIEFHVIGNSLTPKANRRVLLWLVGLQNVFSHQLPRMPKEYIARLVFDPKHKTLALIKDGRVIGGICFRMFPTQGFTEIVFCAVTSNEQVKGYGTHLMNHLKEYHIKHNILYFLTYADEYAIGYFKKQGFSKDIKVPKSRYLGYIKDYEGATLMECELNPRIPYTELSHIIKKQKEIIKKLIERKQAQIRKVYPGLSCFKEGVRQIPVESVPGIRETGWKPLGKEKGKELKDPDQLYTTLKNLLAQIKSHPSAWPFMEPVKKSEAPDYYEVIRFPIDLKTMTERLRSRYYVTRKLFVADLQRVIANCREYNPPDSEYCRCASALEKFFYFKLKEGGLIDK
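GCN5L2 (20nM final) in 50mM HEPES, 0.1mM EDTA pH 7.5, 0.01% Tween-20 was preincubated 15 min at room temperature with compound, then given ThioGlo1 (50uM), H3(1-25) peptide (75uM) and acetyl-CoA (70uM); CoA-thiol fluorescence (Ex340/Em540) was read at 0 and 20 min.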
TDP1_cell_CPT: DT40-hTDP1 cell growth loss with CPT | AID 686979 | Potency, µM (doses to about 46.2 µM), inactives show at the highest dose activity change, negative = growth inhibition, most hits filed as inhibitors | 420,000 compounds, 12% hits | chicken DT40 Tdp1-/-;hTDP1 cells + 20 nM CPT, ATP luminescence, 48 h; note: nearly all actives have a fitted effect of over 55% in size
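Chicken DT40 Tdp1-/- cells stably complemented with human TDP1 were seeded at 400 cells/well in medium containing 20 nM camptothecin, exposed to pin-transferred compounds, and grown at 37 °C for at least 48 hr. Viability was read as ATP luminescence.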
An asterisk follows results filed as active; ? = inconclusive; . = no result given. Calls come from the whole dose curve; as a rule, active = well fitted curve in the direction sought with a large enough effect; inconclusive = small, poorly fitted or top-dose-only effect, or another doubt; inactive = no such curve, though single readings can be large; an effect the other way counts as inactive or inconclusive. % is set by controls: 0 for no effect and ±100 for the full control effect; potency is the fitted concentration of half-maximal effect. Some of the compounds tested (hit frequency here may not be typical).

SMILES GCN5L2_inh TDP1_cell_CPT
CC(C)Cc1nc2oc3c(N4CCN(C)CC4)ncnc3c2c2c1CCCC2 0% .
COc1ccc(NC(=O)Cn2cnc3c(nnn3-c3ccc(C)cc3)c2=O)cc1 -16% .
CCc1cccc(NC(=O)CSc2nc3c(c(=O)[nH]2)CCCC3)c1 -1% .
O=C(c1cccnc1)N1CCC(c2nc3ccccc3[nH]2)CC1 -15% .
CCCN1C(=O)S/C(=C\c2ccc(N3CCOCC3)cc2C)C1=O -1% .
COCCN1CCN(C(=O)c2ccc3c(c2)S(=O)(=O)c2ccccc2C3=O)CC1 . -6%
CC1(C)CC(=O)C=C(c2cccs2)C1 . -8%
O=C1c2ccccc2S(=O)(=O)c2cc(C(=O)N3CCN(c4ccccc4)CC3)ccc21 . ?

Reprinted at random: 4 entries already listed
SMILES GCN5L2_inh TDP1_cell_CPT
CCCN1C(=O)S/C(=C\c2ccc(N3CCOCC3)cc2C)C1=O -1% .
CC(C)Cc1nc2oc3c(N4CCN(C)CC4)ncnc3c2c2c1CCCC2 0% .
COc1ccc(NC(=O)Cn2cnc3c(nnn3-c3ccc(C)cc3)c2=O)cc1 -16% .
COCCN1CCN(C(=O)c2ccc3c(c2)S(=O)(=O)c2ccccc2C3=O)CC1 . -6%

Three consecutive records already listed, for reference:
SMILES GCN5L2_inh TDP1_cell_CPT
CC(C)Cc1nc2oc3c(N4CCN(C)CC4)ncnc3c2c2c1CCCC2 0% .
COc1ccc(NC(=O)Cn2cnc3c(nnn3-c3ccc(C)cc3)c2=O)cc1 -16% .
CCc1cccc(NC(=O)CSc2nc3c(c(=O)[nH]2)CCCC3)c1 -1% .
